Screening results from PubChem.
SRC2 inh – human SRC2 (NCOA2) inhibition | HEK293 GAL4-SRC2 luciferase reporter, luminescence | inhibition, % at 9 µM | 0.17% of 370,000 active;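 active = inhibition above the mean inhibition of all tested compounds plus 3 SD, set per campaign, cut at about 52% in these data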;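 note: 0% = DMSO treated cells and 100% = cells given Gossypol at 36 µM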
LMP1 NFkB inh – Epstein-Barr LMP1 NF-kappaB reporter inhibition; LMP1-induced NF-kappaB luciferase reporter cells, luminescence; inhibition, % at 12.5 µM; 0.69% of 350,000 active; AID 504558; in the data active = inhibition above about 41%; inconclusive = no clear call, values can overlap the other calls;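 note: 0% = neutral control wells and 100% = reference inhibitor control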
SRC3 inh – inhibitors of human steroid receptor coactivator 3 (SRC3) | HEK293 GAL4-SRC3 luciferase reporter, luminescence | inhibition, % at 3.6 µM | 0.17% of 360,000 active | AID 588352;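 active = inhibition above a per-campaign cutoff, the mean of all compounds plus 3 SD, cut at about 60% in these data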;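 note: 0% = DMSO-treated cells and 100% = gossypol-treated cells at 36 µM; higher means less SRC3-driven luciferase light from the GAL4 reporter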
TROY signal inh – blocks TROY-dependent signaling in reporter cells; Q293 LMP1-TROYcd NF-kB luciferase reporter, 4 h; inhibition, % at 10 µM; 0.98% of 360,000 active;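 active = compounds whose plate-normalised and pattern-corrected inhibition of the luciferase reporter signal at the single screening dose is 50% or more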
KKLEB tox – reduces viability of KKLEB cystic fibrosis airway cells | KKLEB CF airway cells viability, ATPlite luminescence, overnight; active compounds read low; cells stimulated with P. aeruginosa culture filtrate | activity change (cytotoxicity), % at 5 µM | 0.36% of 360,000 active | AID 602141;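 active = corrected activity change at or below -50% at 5 µM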
NCOA1 inh – inhibitors of human steroid receptor coactivator 1 (SRC1); Q15788; inhibition, % at 3.6 µM; 0.12% of 360,000 active; HEK293 GAL4-SRC1 luciferase reporter, luminescence;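 active = inhibition above the campaign mean plus 3 SD, with each screening campaign given its own cutoff, cut at about 60% in these data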;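 note: 0% = DMSO treated cells and 100% = gossypol at 36 µM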
TWEAK-Fn14 inh – blocks TWEAK-Fn14 interaction in a reporter cell assay; TWEAK-stimulated Fn14 reporter cells, luciferase luminescence, 8 h; inhibition, % at 10 µM; 2% of 360,000 active; in the data active = inhibition above about 50%
NR5A2 inv ag – inverse agonists of human LRH-1 (NR5A2); HEK293T StAR-luciferase reporter, LRH-1 transfected, 24 h; inhibition, % at 3.6 µM; 0.13% of 360,000 active;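 active = inhibition above the mean inhibition of all tested compounds plus 3 SD, cut at about 73% in these data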;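 note: 0% = DMSO wells and 100% = reporter-only cells lacking LRH-1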
Target sequence (O00482 whole entry, looked up): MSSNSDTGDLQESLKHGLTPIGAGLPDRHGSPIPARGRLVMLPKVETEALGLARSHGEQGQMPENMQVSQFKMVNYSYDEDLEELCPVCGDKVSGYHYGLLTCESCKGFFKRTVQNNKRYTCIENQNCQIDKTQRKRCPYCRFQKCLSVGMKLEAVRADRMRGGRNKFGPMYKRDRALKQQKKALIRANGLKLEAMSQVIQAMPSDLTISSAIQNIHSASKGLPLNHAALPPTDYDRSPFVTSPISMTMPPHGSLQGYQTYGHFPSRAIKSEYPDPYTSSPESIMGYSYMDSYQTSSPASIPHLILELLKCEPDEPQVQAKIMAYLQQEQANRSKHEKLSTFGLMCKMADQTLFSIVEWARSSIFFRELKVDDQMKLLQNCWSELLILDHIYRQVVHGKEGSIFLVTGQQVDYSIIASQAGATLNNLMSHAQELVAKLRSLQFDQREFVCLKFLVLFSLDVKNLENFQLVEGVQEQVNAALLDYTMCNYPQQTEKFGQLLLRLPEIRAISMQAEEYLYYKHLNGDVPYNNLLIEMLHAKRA
NR2F2 inh – NR2F2 (human) inhibition, primary screen. P24468. HEK293T NGFI-A luciferase reporter, luminescence. inhibition, % at 8.6 µM. 0.7% of 370,000 active. AID 686940;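 active = inhibition above a per-plate cutoff, mean inhibition of test wells between control levels plus 3 SD, cut at about 38% in these data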;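 note: cells cotransfected with COUP-TFII expression vector driving the NGFI-A reporter; 0% = median of COUP-TF2 test wells and 100% = reporter-only cells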
Target sequence (P24468 whole entry, looked up): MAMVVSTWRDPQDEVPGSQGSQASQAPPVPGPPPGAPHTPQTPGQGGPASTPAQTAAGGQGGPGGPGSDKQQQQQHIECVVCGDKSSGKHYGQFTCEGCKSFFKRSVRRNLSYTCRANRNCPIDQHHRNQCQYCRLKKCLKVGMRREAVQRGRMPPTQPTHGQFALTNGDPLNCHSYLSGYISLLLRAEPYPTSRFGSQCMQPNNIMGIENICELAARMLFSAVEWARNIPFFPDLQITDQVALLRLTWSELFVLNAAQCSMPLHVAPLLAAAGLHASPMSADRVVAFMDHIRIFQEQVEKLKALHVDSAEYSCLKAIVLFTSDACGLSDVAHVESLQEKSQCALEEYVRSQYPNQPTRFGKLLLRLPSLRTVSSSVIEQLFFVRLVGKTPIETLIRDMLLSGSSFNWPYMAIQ
TRAIL sens C8 – caspase-8 TRAIL sensitization. 1% of 360,000 active. NB7+C8 cells + TRAIL, ATPlite viability luminescence. inhibition (viability loss, TRAIL sensitization), % at 10 µM;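 active = compounds causing at least 50% loss of cell viability in the single-dose screen, relative to plate controls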
CF NFkB inh – cystic fibrosis NF-kB activation inhibition; inhibition, % at 5 µM; AID 588850; KKLEB NF-kB-GFP reporter, PAF-induced, GFP fluorescence overnight; 0.86% of 360,000 active;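 active = at least 50% inhibition at 5 µM, scaled per plate between neutral and stimulator controls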;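 note: PAF is a Pseudomonas aeruginosa culture filtrate used as stimulus; plate controls were PAF-stimulated DMSO wells for no effect and unstimulated DMSO wells for full effect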
* hit, by the source's call; ? = inconclusive; . = no result given; & = joins results of further samples.

Values in the order – SRC2 inh	LMP1 NFkB inh	SRC3 inh	TROY signal inh	KKLEB tox	NCOA1 inh	TWEAK-Fn14 inh	NR5A2 inv ag	NR2F2 inh	TRAIL sens C8	CF NFkB inh
- CCN(CC)c1nc2c(s1)C(=O)NCCC2
→ -6	-14	0	0	-9	-7	0	-20	-22	9	21
- O=C(O)C(C(=O)/C=C/c1ccco1)=C1SCCS1
→ -5	-13	-15	.	-7	-33	16	-33	-28	-6	15
- CCC(C)c1ccc(O)c(NC(=O)c2cccnc2)c1 (stereo not drawn)
→ 2	-6	24	7	4	0	-1	-5	-6	-5	-16
- CCCc1noc2c1C(c1ccoc1)C(C#N)=C(N)N2 (stereo not drawn)
→ 6	3	23	0	-4	13	28	-10	9	-4	-11
- CN(C)S(=O)(=O)c1cccc(NC(=O)C2Cc3ccccc3CN2C(=O)c2ccco2)c1 (stereo not drawn)
→ -26	-13	-53	-12	-8	-113	6	-45	-16	12	11
- CCCOc1ccc(NC(=O)C2CC(=O)N(C)C(=Nc3cccc(OC)c3)S2)cc1 (stereo not drawn)
→ -4	25	21	-22	4	9	13	-20	12	7	3
- O=C1CSC(=S)N1Cc1cccnc1
→ -19	23	19	6	-22	7	47	6	-2	22	21
- COc1ccccc1C(=O)Nc1ccc(S(=O)(=O)N2CCCC2)cc1
→ -10	29	19	5	-4	-19	5	27	4	-14	10
- CC(C)c1ccc(Nc2nnc(SCC(=O)NCC3CCCO3)s2)cc1 (stereo not drawn)
→ -18	0	-50	-32	-18	-56	-11	-54	-25	39	1
- CCCC(=O)c1ccc(N2CCN(C(=O)c3cccs3)CC2)c(F)c1
→ 6	.	-10	0	10	-16	2	-11	-16	12	-10
- N[C@@H](CO)c1cn([C@@H](Cc2cc3ccccc3[nH]2)C(=O)N2CCNCC2)nn1
→ 6	-5	-10	43	-5	-6	21	12	6	11	2
- CC1CN(C(=O)C2CCCN2S(=O)(=O)c2ccc(Cl)cc2)CC(C)O1 (stereo not drawn)
→ 3	-3	-2	3	1	10	-4	-3	6	-3	4
- Cc1cc(Br)cn2c(Cc3cccc(Cl)c3)c(-c3cccc(Cl)c3)nc12
→ -1	.	.	35	.	.	22	6	-3	-2	.
- O=C(CN1CCC(n2nnc3cc(C(F)(F)F)ccc32)CC1)NNC(=O)c1ccco1
→ 12	-4	14	22	-6	-14	-5	-5	1	-3	12
- CCCCS(=O)(=O)NC1=NCN(CCOC(=O)c2ccccc2)CN1
→ -11	-29	9	-4	-9	-14	-7	2	5	8	17
- O=C(Nc1ccccc1)C1CCN(S(=O)(=O)c2ccc3c(c2)OCCO3)CC1
→ 2	-3	6	-3	5	-9	4	2	17	-6	4
- COc1ccccc1C(c1nnnn1Cc1ccco1)N1CCN(c2cccc(C)c2C)CC1 (stereo not drawn)
→ 6	15	31	2	-6	27	11	2	-10	16	11
- C=C1c2cccc(C(F)(F)F)c2O[C@H](C(=O)OCC)[C@H]1OC
→ -10	-2	13	-11	2	13	-9	-1	14	-13	14
- O=c1oc(Nc2ccc(F)cc2)nc2ccccc12
→ -33	-15	-82	6	-15	-56	58*	-94	-19	7	-3
- CCOc1ccc(NC(=O)CN2CCN(CC(=O)Nc3ccc(C(=O)OC)cc3)CC2)cc1
→ 16	-1	9	2	0	7	12	51	-14	-3	-8
- COc1cc(/C=N/NS(=O)(=O)c2ccc(Br)cc2)ccc1O
→ -7	-7	-14	-16	5	2	8	-15	-24	1	-46
- CN1CCN(c2nc3c(c(=O)n(C)c(=O)n3C)n2Cc2ccccc2Cl)CC1
→ -2	-8	9	15	-6	-25	5	-10	18	3	-12
- CCOC(=O)c1c(CN2CCCCC2)oc2ccc(OC)cc12
→ 1&4	4&3	-22&-17	-18&-12	-8&-7	-4&3	-16&-2	-3&7	18&11	0&0	-5&-14
- NS(=O)(=O)c1ccc(C(=O)O)cc1
→ 9	-1	10	5	2	-24	5	-9	-6	-2	-24
- COCCn1c(SC(C(=O)Nc2cc(C)ccc2OC)c2ccccc2)nnc1-c1ccc(Cl)cc1 (stereo not drawn)
→ -11	-2	16	-7	0	-22	3	20	3	-8	-19
- Cc1cccc(NC(=O)COc2ccc(Br)cc2C)n1
→ -78	-12	-86	-22	-1	-103	-10	-166	-20	13	10
- COc1ccc(N2CCN(C3CCCN(Cc4ccccc4OCCO)C3)CC2)cc1 (stereo not drawn)
→ -12	0	-7	15	-1	-19	-4	-13	17	-1	13
- COc1ccc(-c2c(-c3cc(OC)cc(OC)c3)n(C)c3ccc(-c4ccc(S(N)(=O)=O)cc4)cc23)cc1
→ 7	11	18	8	-13	6	-41	15	-23	15	39
- Cc1ccc(NS(=O)(=O)c2ccc(C)c(C(=O)N3CCOCC3)c2)cc1
→ -14	-2	-4	11	4	2	11	-9	8	-16	-22
- O=S(=O)(NCc1ccccc1)c1cccc(S(=O)(=O)N2CCOCC2)c1
→ 13	3	3	20	-22	-3	9	-15	12	0	-5
- C=CCn1c(-c2cccnc2Cl)nc2ccccc21
→ 1	-4	9	8	-4	-4	2	10	2	2	11
- CNc1nc(NC)nc(-n2c(C(F)(F)F)nc3ccccc32)n1
→ 6	2	-30	7	-13	-2	22	11	-6	0	9
- COc1ccccc1C(=O)NCCN1CCN(c2ccccc2)CC1
→ 5	8	-19	7	1	-4	42	7	-8	-19	-5
- CC1CCCN(S(=O)(=O)c2ccc(N(C(=O)c3cnccn3)C(C(=O)NC3CCCCC3)c3cccs3)cc2)C1 (stereo not drawn)
→ 4	-10	-14	-7	14	-10	11	-5	-3	5	-6
- COc1ccccc1C(C)NC(=O)c1cc(S(=O)(=O)N2CCCCC2)ccc1C (stereo not drawn)
→ -16	-2	19	8	4	-5	-8	9	12	9	8
- COc1cc(OC)c2c(-c3ccccc3)cc(=O)oc2c1C(CCN1CCOCC1)c1ccc2c(c1)OCO2 (stereo not drawn)
→ 8	6	7	7	-18	-7	-4	7	-10	-6	22
- Cc1cc(=O)[nH]c(SCc2nc3ncccn3c2Br)n1
→ 14	4	-4	-1	-1	-11	2	8	-5	12	3
- COCCCNC(=O)c1ccc(-n2nc(C(F)(F)F)cc2-c2cccs2)cc1
→ -6	13	13	7	-10	8	5	12	13	-6	44
- CCOc1ccc(NC(=O)NCCCCc2ccccc2)cc1
→ 26	4	21	12	12	-9	19	13	16	-12	-25
- COc1ccccc1NC(=O)c1cc(S(=O)(=O)NC2CCCC2)ccc1F
→ 3	-3	-5	-19	-6	28	23	-4	7	3	0
- Cn1c(Cc2ccccc2)nnc1SCC(=O)Nc1ccccc1N1CCOCC1
→ 11	18	8	20	2	3	8	-5	0	4	-2
- C=CC[C@H](CC(=O)N(CCO)Cc1ccccc1)C(=O)N[C@@H](COC(=O)[C@@H](CC=C)CC(=O)OC(C)(C)C)Cc1c[nH]c2ccccc12
→ 5	2	5	0	2	-6	36	6	10	12	14
- C[C@@H]1CN([C@H](C)CO)C(=O)CCCn2nncc2CO[C@H]1CN(C)S(=O)(=O)c1cccs1
→ -19	-3	1	-13	13	1	-19	-4	-19	7	5
- O=C(CCc1ccccc1Cl)Nc1cccc(S(=O)(=O)N2CCCC2)c1
→ -1	0	21	-2	-2	-5	20	5	7	-2	3
- COCCN(C(=O)C1CC1)c1nnc(-c2cccc(C)c2)s1
→ -23	-2	9	-44	-1	-20	-31	-31	-20	8	2
- CCOC(=O)Cc1csc(SCC(=O)Nc2cccc(C#N)c2)n1
→ 4	-3	1	-17	-1	-16	13	-7	15	-6	12
- CC(C)OCCCNc1ncnc2c1nc1n2CCCC1
→ -37	-8	-22	-7	-10	-12	-9	-13	7	-5	-5
- O=C(CCS(=O)(=O)c1cccc2nonc12)N1CCCc2ccccc21
→ 0	0	-16	-17	-9	-3	1	-5	4	-14	-6
- O=C(NCCS(=O)(=O)N1CCN(c2ccccc2F)CC1)c1ccc(F)c(F)c1
→ 1	-6	7	5	-4	-9	2	-3	7	-4	12
- Cc1nn(-c2ccccc2)c(Cl)c1C(=O)N1CCN(C)CC1
→ -11	0	5	11	8	-7	1	7	20	-6	-1

Additional results follow.
Values in the order – SRC2 inh	LMP1 NFkB inh	SRC3 inh	TROY signal inh	KKLEB tox	NCOA1 inh	TWEAK-Fn14 inh	NR5A2 inv ag	NR2F2 inh	TRAIL sens C8	CF NFkB inh
- COc1ccccc1-c1nnc(NC(=O)C(C)SC2=NCCS2)s1 (stereo not drawn)
→ -21	-3	-27	-18	0	-3	-5	-35	-29	14	12
- CC(=O)C1=C(O)C(=O)N(Cc2ccccc2)C1c1ccccc1F (stereo not drawn)
→ 18	-3	9	6	2	-10	6	0	9	1	-7
- Clc1cc(NC2CCCCC2)ncn1
→ -14	2	-15	-19	-2	1	3	-23	-16	-6	15
- O=C(COc1ccccc1)Nc1nc2cc3c(cc2s1)OCCO3
→ 9	-4	-27	-3	-17	-4	-36	-1	-33	-4	24
- COC(=O)c1cc(-c2ccccc2)sc1N
→ -36	-23	-19	-48	-1	-9	-22	-45	-25	6	5
- CCOC(=O)c1cc2sccc2n1CC(=O)C(C)(C)C
→ 14	-2	7	-3	-4	9	-3	4	0	6	-3
- O=C(CCCOc1ccc(Cl)cc1Cl)Nc1ccccn1
→ -55	-8	-33	-31	-2	-46	-25	-38	-22	6	6
- CCOc1cc(/C=N/Nc2ccc(C(=O)O)cc2)ccc1OC(=O)c1ccccc1C
→ -46	-9	-18	20	6	-21	35	-9	-19	-11	15
- CCCc1cc(=O)[nH]c(SCC(=O)NC2CCCc3ccccc32)n1 (stereo not drawn)
→ -23	-7	17	-1	0	0	7	-3	-3	-7	0
- O=C(Nc1ccc(Cl)cc1C(F)(F)F)c1ccccc1Cl
→ 5	14	11	-11	1	6	-10	-9	0	-3	0
- O=c1/c(=C/c2ccco2)sc2n1CN(c1ccccc1)CN=2
→ 4	-2	-29	0	13	-30	-15	-11	21	-5	-14
- O=C(NC1CC1)C1CCN(S(=O)(=O)c2cc([N+](=O)[O-])ccc2Cl)CC1
→ -10	-6	4	-1	11	-2	1	9	4	-2	7
- O=C(CS(=O)(=O)Cc1ccccc1)Nc1ccc(S(=O)(=O)N2CCOCC2)cc1
→ -3	1	16	6	7	-6	-3	8	12	-10	-3
- COc1ccc(/C=N\NC(=S)SCN2C(=O)C3CCC(C)(C2=O)C3(C)C)cc1 (stereo not drawn)
→ -2	-2	-8	17	2	-5	6	-3	-21	-4	-11
- Nc1ccc(O)c2c1C(=O)c1ccccc1C2=O
→ 12	5	14	-29	10	-7	-16	-31	18	-2	-123
- O=C(Cc1coc2cc3c(cc12)CCC3)OCc1cc(=O)n2c(n1)sc1ccccc12
→ -9	12	-31	-5	-3	8	4	-4	9	9	-1
- CC(=O)N(Cc1c(C)nn(-c2ccccc2)c1Cl)c1ccc(Cl)cc1
→ -9	7	7	6	-10	13	5	0	4	7	18
- CCOc1ccc2c(=O)c(Oc3ccccc3)c(C)oc2c1
→ 10	?	11	1	-15	-7	6	3	-12	-15	5

Records listed so far that bear a hit mark in TWEAK-Fn14 inh:
structure,SRC2 inh,LMP1 NFkB inh,SRC3 inh,NCOA1 inh,TWEAK-Fn14 inh,NR5A2 inv ag,NR2F2 inh,CF NFkB inh
O=c1oc(Nc2ccc(F)cc2)nc2ccccc12,-33,-15,-82,-56,58*,-94,-19,-3
